# Screens as filed in PubChem.
# H1N1 NS1A inhibition: H1N1 influenza NS1A inhibitors, functional cell based assay (AID 504329); NS1A functional cell-based assay, percent inhibition; higher % means a stronger effect; inhibition, % at 12.5 µM; hits with a dose series show IC50 in µM; 340,000 tested, 0.3% active; in the data active means a potency from the dose series; inconclusive means inhibition above about 27% without an active follow-up result; further: strong numbers were not always called active
# inhibitors of VEEV: inhibitors of VEEV TC-83 cytopathic effect, confirmation, Vero cells (AID 588727); Vero cells, VEEV TC-83 cytopathic effect inhibition; higher % means a stronger effect; 350,000 tested, 0.13% active; inhibition, % at 20 µM, or IC50 in µM where a hit was titrated; in the data active means a potency from the dose series; inconclusive means inhibition mostly from about 14% at the one dose, without a potency; inactive means the rest, 99 in 100 with inhibition below about 12%; further: strong numbers were not always called active
# M. tuberculosis: growth inhibition of non-replicating M. tuberculosis (AID 488890). 320,000 tested, 0.39% active. Mycobacterium tuberculosis non-replicating, growth inhibition; higher % means a stronger effect. one-dose inhibition, % at 25 µM; IC50 in µM for titrated hits; in the data active means a potency from the dose series; inconclusive means inhibition mostly from about 82% at the one dose, without a potency; inactive means the rest, 99 in 100 with inhibition below about 76%;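 further: plate controls were DMSO cells for no effect and high antibiotic wells for full effect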
# PhoP GFP inhibition: PhoP regulon inhibitors, Salmonella typhi PhoP promoter GFP reporter, confirmatory (AID 1850); Salmonella Typhi PhoP-promoter GFP reporter, fluorescence, 4 h; higher % means a stronger effect; inhibition, % at 50 µM, or IC50 in µM where a hit was titrated; 310,000 tested, 0.33% active; in the data active means a potency from the dose series; inconclusive means inhibition mostly from about 25% at the one dose, without a potency; inactive means the rest, 99 in 100 with inhibition below about 19%;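 further: 0% = induced wells with vehicle and 100% = uninduced wells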
# M. tuberculosis HTS: M. tuberculosis growth inhibition, HTS (AID 449762); M. tuberculosis H37Rv growth inhibition, 7H9 media; higher % means a stronger effect; inhibition, % at 25 µM, or IC50 in µM where a hit was titrated; 330,000 tested, 0.59% active; in the data active means a potency from the dose series; inconclusive means inhibition above about 70% without an active follow-up result;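 further: bacterial growth assessed after seven days of incubation; strong numbers were not always called active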
# An asterisk follows results filed as active; i = inactive; ? = inconclusive; . = not tested or not shown; & = joins results of further samples.
# Results follow in this order: H1N1 NS1A inhibition	inhibitors of VEEV	M. tuberculosis	PhoP GFP inhibition	M. tuberculosis HTS
1	COc1ccc(Br)cc1-c1nc(C)c(C(C)=O)n1O
→ 1%	6.6%	7%	-10%	7%
2	NS(=O)(=O)c1cc(C(=O)NCC2CCCCC2)ccc1Cl
→ 9%	5.0%	26%	-1%	-4%
3	Cc1oc2c(C)c3oc(=O)c(CCC(=O)N[C@@H](CC(C)C)C(=O)O)c(C)c3cc2c1C
→ 1%	1.1%	-7%	-2%	-10%
4	O=c1c2ccccc2nc(/C=C/c2ccc([N+](=O)[O-])o2)n1CCCO
→ 6%	i	.	-1%	?
5	O=C(COC(=O)c1cccc(O)c1)Nc1nnc(-c2ccccc2)o1
→ -13%	3.0%	6%	-3%	18%
6	O=C(NC(Cc1ccccc1)C(=O)NCc1ccccn1)c1ccco1 (centres undefined)
→ -3%	1.4%	5%	0%	-4%
7	Cc1ccc(CCNC(=O)CCNS(=O)(=O)c2ccc3c(c2)c(=O)n(C)c(=O)n3C)cc1
→ 5%	0.1%	-1%	-3%	-4%
8	CCC(=O)Nc1nc2nc(-c3ccccc3)cc(-c3ccccc3)n2n1
→ 3%	4.7%	-9%	6%	-8%
9	O=C(c1ccc(COc2ccc3ccccc3c2)o1)N1N=C(C(F)F)CC1(O)C(F)F (centres undefined)
→ 12%	i	41%	-3%	7%
10	Cc1ccnc(SCC(=O)c2cc3ccccc3o2)n1
→ -1%	0.6%	79%	4%	-9%
11	CCCCn1c(Cl)nc2c1c(=O)n(C)c(=O)n2C
→ -2%	1.4%	1%	2%	5%
12	CCSc1nnc(-c2ccccc2SC)o1
→ 0%	4.6%	50%	0%	1%
13	O=C(COC(=O)C(O)C(O)C(=O)OCC(=O)c1ccc(C(F)(F)F)cc1)c1ccc(C(F)(F)F)cc1 (centres undefined)
→ .	0.5%	11%	-2%	4%
14	COc1ccc(/C=C2\SC(=S)N(NC(=O)c3ccncc3)C2=O)cc1OC
→ .	.	12%	-12%	-3%
15	Cc1cccnc1NC(=O)c1ccc([N+](=O)[O-])o1
→ -3%	i	.	-3%	0%
16	O=C(CCCCn1c(=O)c2ccccc2n(Cc2ccc(Cl)cc2)c1=O)NCc1ccco1
→ -14%	6.6%	5%	-2%	10%
17	COc1ccc(OC)c(C2C(C(=O)N(C)C)=C(C)Nc3nc4ccccc4n32)c1 (centres undefined)
→ -3%	7.7%	6%	8%	0%
18	Cc1ccc(C(=O)NCC(=O)OCCCOC(=O)CNC(=O)c2ccc(C)c(C)c2)cc1C
→ 0%	i	3%	.	10%
19	CCc1noc(C)c1C(=O)Nc1cc(Cl)ccc1-n1cncn1
→ 0%	4.3%	9%	4%	1%
20	Cc1cc(O)c2c(c1)OC(C)(C)C1=C2CC(C)CC1 (centres undefined)
→ -1%	0.4%	26%	-3%	10%
21	Cc1csc(NC(=O)CCNC(=O)c2ccc([N+](=O)[O-])cc2)n1
→ 14%	i	18%	-6%	1%
22	S=C(NCCc1ccccc1)Nc1ccc(Br)cc1
→ -5%	i	?	0%	-7%
23	CC(=O)Nc1ccc(C(=O)Nc2nc(-c3cccnc3)cs2)cc1
→ 4%	8.9%	2%	11%	-3%
24	CCN(CC(=O)NCCc1ccccc1)S(=O)(=O)c1ccc(Br)cc1
→ -1%	i	13%	2%	8%
25	Cn1nc(-c2ccccc2)c(CN2CCN(c3ncccn3)CC2)c1Cl
→ 1%	10%	6%	-9%	6%
26	COc1ccc(OC)c(-c2csc(NC(=O)C3CSC4(C)CCC(=O)N34)n2)c1 (centres undefined)
→ 12%	8.1%	7%	0%	43%
27	COc1cc(O)cc(O)c1C(=O)/C=C/c1ccccc1
→ 11%	4.0%	31%	-7%	-2%
28	CCCCn1c(N)c(N(CCOC)C(=O)COc2ccc(C(C)=O)cc2)c(=O)[nH]c1=O
→ 6%	2.1%	-7%	4%	-7%
29	COc1ccc(Cc2nnc(NC(=O)C(C)C)s2)cc1
→ -20%	i	2%	7%	4%
30	O=C(CCN1CCOCC1)N1CCCC(Nc2ccc(F)cc2)C1 (centres undefined)
→ 1%	0.6%	2%	-4%	-6%
31	CCOc1ccc(CCNC(=O)CS(=O)Cc2nc(-c3ccccc3C)oc2C)cc1OCC (centres undefined)
→ -4%	2.4%	22%	5%	-4%
32	CO/N=C/c1ccc(N2CCN(C(=O)c3ccc(Cl)cc3Cl)CC2)c([N+](=O)[O-])c1
→ 14%	i	30%	-3%	9%
33	CC(=O)N(CCCCN1C(=O)c2ccccc2C1=O)c1ccc(C)cc1
→ 8%	0.7%	16%	-1%	-5%
34	Cc1ccc(S(=O)(=O)NNC(=O)Nc2cccc(F)c2)c(C)c1
→ 13%	0.8%	-4%	-8%	5%
35	O=C(c1ccc(OC2CCN(CCc3ccccc3)CC2)cc1)N1CCCC(O)C1 (centres undefined)
→ -3%	0.2%	-2%	5%	-1%
36	C=CCOC(=O)C1=C[C@H](C2CCCCC2)C[C@H](OCc2ccc(CO)cc2)O1
→ 0%	0.8%	?	1%	?
37	Cc1ccc(S(=O)(=O)C2C(=O)NC3(C)CC2c2ccccc2O3)cc1 (centres undefined)
→ -5%	0.6%	24%	0%	0%
38	C=CCc1c(C)nc(C)nc1N/N=C/c1ccc(N(C)C)cc1
→ -4%	0.4%	52%	4%	0%
39	c1ccc(C2Nc3ccccc3C3OCCCC23)cc1 (centres undefined)
→ 6%	i	39%	-4%	2%
40	Cc1cc(C)cc(N(CC(=O)Nc2ccc(C(F)(F)F)cc2)S(=O)(=O)c2c(C)[nH]c(=O)[nH]c2=O)c1
→ 1%	5.7%	20%	-4%	9%
41	Cc1ccc(-n2cc(CNCC3CC(=O)N(C4CC4)C3)c(-c3cccc(C)c3)n2)cc1 (centres undefined)
→ 1%	3.2%	32%	5%	8%
42	CCCn1c(SCc2nc(N)nc(N3CCCCC3)n2)nc2c1c(=O)n(C)c(=O)n2C
→ -2%	0.7%	-3%	0%	-1%
43	O=C(N/N=C/c1cccc(C(F)(F)F)c1)C1CCN(c2ncc(C(F)(F)F)cc2Cl)CC1
→ -2%	11%	-4%	13%	-1%
44	COc1cc(OC)cc(C(=O)c2c(C)c(C#N)c3ccccn23)c1
→ -9%	2.7%	.	.	.
45	CCCSc1nnc(N2C(=O)CC(c3ccsc3)C3=C2CCCC3=O)s1 (centres undefined)
→ -11%	i	17%	-3%	-2%
46	Cc1cc(OCC(=O)OC(C)C(=O)Nc2ccc(N3CCOCC3)cc2)ccc1Cl (centres undefined)
→ -5%	0.4%	65%	.	-6%
47	C=CCSc1cc(C)nc2c(-c3ccccc3)cnn12
→ -4%	4.9%	23%	3%	-4%
48	COc1ccc(OC)c(C2C(C#N)=C(N)Oc3c2c(C)nn3-c2ccc(C)cc2)c1 (centres undefined)
→ -2%	0.5%	2%	-21%	8%
49	CCOc1ccc(S(=O)(=O)N(C)CC(=O)NCCN2CCOCC2)cc1
→ 11%	1.0%	-28%	6%	-10%
50	Cc1ccc(-n2c(C)cc(C(=O)CSc3nnnn3C)c2C)cc1
→ 18%	4.2%	51%	-3%	-2%
51	O=S(=O)(c1cccs1)N1CCN(c2ncccn2)CC1
→ -10%	i	8%	2%	-5%
52	CNc1oc(-c2ccccc2)nc1S(=O)(=O)c1ccc(C)cc1
→ -3%	1.0%	-3%	-11%	-5%
53	CC(NC(=O)CSc1nnc(-c2cccc(S(=O)(=O)N3CCCCC3)c2)o1)C12CC3CC(CC(C3)C1)C2 (centres undefined)
→ -14%	4.1%	12%	2%	-3%
54	COc1ccc(/C=C/C(=O)c2ccccn2)cc1
→ -22%	8.1%	2%	7%	3%
55	COc1ccc(NC(=O)CCCc2nc3ccccc3c(=O)[nH]2)cc1Cl
→ -6%	1.3%	15%	.	-12%
56	COc1ccc(C(=O)OCC(=O)Nc2sccc2C(N)=O)cc1[N+](=O)[O-]
→ -14%	8.0%	-3%	.	-7%
57	CC1CCCCC1NC(=O)CCn1ccc2cc(S(=O)(=O)N3CCCC3)ccc21 (centres undefined)
→ -9%	1.2%	-1%	5%	-6%
58	Cc1ccc2[nH]c(=O)c(C(c3nnnn3CC3CCCO3)N3CCCc4ccccc43)cc2c1 (centres undefined)
→ 2%	i	7%	3%	-13%
59	O=C(c1cccc(Br)c1)N1CCCc2ccccc21
→ 1%	i	-3%	6%	-1%
60	O=C(COC(=O)c1ccc(Br)o1)Nc1cccc(S(=O)(=O)N2CCCCC2)c1
→ -20%	4.0%	30%	.	-1%

# Complete entries as entered above.
# Entry for Cc1ccc2[nH]c(=O)c(C(c3nnnn3CC3CCCO3)N3CCCc4ccccc43)cc2c1 (centres undefined) : H1N1 NS1A inhibition: 2%; inhibitors of VEEV: i; M. tuberculosis: 7%; PhoP GFP inhibition: 3%; M. tuberculosis HTS: -13%
# Entry for C=CCOC(=O)C1=C[C@H](C2CCCCC2)C[C@H](OCc2ccc(CO)cc2)O1 : H1N1 NS1A inhibition: 0%; inhibitors of VEEV: 0.8%; M. tuberculosis: ?; PhoP GFP inhibition: 1%; M. tuberculosis HTS: ?

# (next part)
# Results follow in this order: H1N1 NS1A inhibition	inhibitors of VEEV	M. tuberculosis	PhoP GFP inhibition	M. tuberculosis HTS
61	NS(=O)(=O)c1cc(C(=O)OCC(=O)Nc2ccccc2[N+](=O)[O-])ccc1Cl
→ -5%	1.7%	8%	13%	-1%
62	Cc1ccc(C(=O)O)cc1-n1c(C)cc(C=O)c1C
→ -3%	0.9%	-2%	3%	6%
63	CCC(c1nnnn1C(C)(C)CC)N(CCN1CCOCC1)Cc1cc2cc(C)ccc2[nH]c1=O (centres undefined)
→ -15%	0.3%	55%	-2%	-3%
64	Cc1nn(-c2ccccc2)c(Cl)c1/C=N/NS(=O)(=O)c1ccc(Br)cc1
→ -7%	1.0%	1%	-9%	-28%
65	CS(=O)(=O)N(CC(=O)NCc1ccccn1)c1ccc2c(c1)OCCO2
→ -8%	0.5%	13%	11%	-6%
66	Cc1ccc(CNC(=O)COC(=O)c2c(C)noc2C)cc1
→ 7%	0.8%	41%	2%	-1%
67	COCC(=O)N1CCC(Oc2ccc(C(=O)NCCCn3cccn3)cc2)CC1
→ -2%	0.4%	1%	-2%	2%
68	Cc1ccc2c(C)nc(/N=C(\N)NC(=O)N3c4ccccc4Sc4ccccc43)nc2c1
→ 5%&0%	0.1%&6.7%	41%	-8%	-1%

# Among those listed so far, these have a Cl atom:
# Results follow in this order: H1N1 NS1A inhibition	inhibitors of VEEV	M. tuberculosis	PhoP GFP inhibition	M. tuberculosis HTS
2	NS(=O)(=O)c1cc(C(=O)NCC2CCCCC2)ccc1Cl
→ 9%	5.0%	26%	-1%	-4%
11	CCCCn1c(Cl)nc2c1c(=O)n(C)c(=O)n2C
→ -2%	1.4%	1%	2%	5%
16	O=C(CCCCn1c(=O)c2ccccc2n(Cc2ccc(Cl)cc2)c1=O)NCc1ccco1
→ -14%	6.6%	5%	-2%	10%
19	CCc1noc(C)c1C(=O)Nc1cc(Cl)ccc1-n1cncn1
→ 0%	4.3%	9%	4%	1%
25	Cn1nc(-c2ccccc2)c(CN2CCN(c3ncccn3)CC2)c1Cl
→ 1%	10%	6%	-9%	6%
32	CO/N=C/c1ccc(N2CCN(C(=O)c3ccc(Cl)cc3Cl)CC2)c([N+](=O)[O-])c1
→ 14%	i	30%	-3%	9%
43	O=C(N/N=C/c1cccc(C(F)(F)F)c1)C1CCN(c2ncc(C(F)(F)F)cc2Cl)CC1
→ -2%	11%	-4%	13%	-1%
46	Cc1cc(OCC(=O)OC(C)C(=O)Nc2ccc(N3CCOCC3)cc2)ccc1Cl (centres undefined)
→ -5%	0.4%	65%	.	-6%
55	COc1ccc(NC(=O)CCCc2nc3ccccc3c(=O)[nH]2)cc1Cl
→ -6%	1.3%	15%	.	-12%
61	NS(=O)(=O)c1cc(C(=O)OCC(=O)Nc2ccccc2[N+](=O)[O-])ccc1Cl
→ -5%	1.7%	8%	13%	-1%
64	Cc1nn(-c2ccccc2)c(Cl)c1/C=N/NS(=O)(=O)c1ccc(Br)cc1
→ -7%	1.0%	1%	-9%	-28%
